ABHD4 inh: inhibits mouse alpha/beta hydrolase domain 4; AID 720543; Q8VD66; purified mABHD4, FP-Rh probe fluorescence polarization; actives 0.54% (n = 370,000); inhibition, % at 8.92 µM;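 active means inhibition exceeding the mean over every tested compound plus 3 SD, cut at about 30% in these data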;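 further: 0% = plate median of compound wells and 100% = S159A mutant with DMSO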
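Test system: mABHD4 protein | Buffer or medium: HEPES pH 7.0 buffer, 150 mM NaCl, 0.01% Pluronic F-127 | Probe or stimulus: FP-Rh fluorescent activity-based probe, added after compound pre-incubation | Timing: Pre-incubation 45 min, probe exposure 60 min, at 25 °C | Technique: Fluorescence polarization, excitation 525 nm, emission 598 nm, BODIPY TMR filters | Repeats: Single well per compound (singlicate)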
NPR2 activator: GC-B (human) receptor activation | HEK293-GC-B cells, CNP EC30, cGMP TR-FRET; 0% at EC30 CNP, 100% saturating CNP | activation, % at 10 µM | actives 0.11% (n = 370,000) | AID 1920062;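 active means activation at 10 µM reaching about 35% in either raw or pattern-adjusted values, limit read from the data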
TCR CD3 inh: inhibitors of human TCR-CD3 interaction; AID 651800; TAMRA-labeled TCR probe fluorescence, biochemical; inhibition, % at 9.4 µM; actives 0.37% (n = 360,000); in the data active means inhibition above about 19%;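 further: recombinant mutant TCR 2C K166C tagged with TAMRA read by polarization; 0% = receptor in buffer alone and 100% = receptor with positive control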
SIAE inh: inhibitors of human sialic acid acetylesterase SIAE; Q9HAT2; SIAE FP-Rh probe binding, fluorescence polarization; inhibition, % at 9.66 µM; actives 0.69% (n = 370,000); AID 1053197;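 active means inhibition above a cutoff: mean of compounds within the control limits plus 3 SD of those, cut at about 17% in these data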;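 further: 0% = plate median of compound wells and 100% = probe without SIAE protein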
HTRA1 inh: blocks human HTRA1 serine peptidase. inhibition, % at 5.96 µM. actives 0.5% (n = 340,000). AID 504803. recombinant HTRA1, FP-rhodamine activity-based probe, fluorescence polarization. Q92743; in the data active means inhibition above about 36%;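 further: 0% = enzyme with DMSO and 100% = wells lacking enzyme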
MBD2 inh: MBD2-methylated oligo binding inhibition | actives 0.31% (n = 370,000) | TR-FRET, MBD2 binding to methylated oligonucleotide | AID 686964 | Q9UBB5 | inhibition, % at 4.4 µM; in the data active means inhibition above about 13%
Target sequence (Q9UBB5 whole entry, looked up): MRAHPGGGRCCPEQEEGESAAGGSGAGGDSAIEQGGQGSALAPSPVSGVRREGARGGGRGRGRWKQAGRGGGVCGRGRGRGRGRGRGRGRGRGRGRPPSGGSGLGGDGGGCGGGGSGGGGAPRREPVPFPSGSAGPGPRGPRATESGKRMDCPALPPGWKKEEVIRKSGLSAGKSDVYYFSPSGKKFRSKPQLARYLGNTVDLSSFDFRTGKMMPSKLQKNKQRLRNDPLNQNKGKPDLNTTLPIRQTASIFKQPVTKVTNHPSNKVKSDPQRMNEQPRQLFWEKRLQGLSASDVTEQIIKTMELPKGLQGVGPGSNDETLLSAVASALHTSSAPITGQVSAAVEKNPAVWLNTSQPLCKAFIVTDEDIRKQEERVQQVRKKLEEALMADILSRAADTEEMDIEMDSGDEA
rCAG RNA binder: binds r(CAG) RNA repeats. r(CAG) RNA repeat, TO-PRO-1 dye displacement fluorescence. inhibition, % at 3 µM. actives 1.3% (n = 370,000). AID 651821;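 active means inhibition above the plate cutoff, the mean of all test compounds on that plate plus 3 SD, cut at about 35% in these data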;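 further: 0% = DMSO alone and 100% = 100 µM mitoxantrone as full dye displacement; higher means more dye released from RNA so lower well fluorescence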
PRMT1 inh: PRMT1 (human) inhibition, primary screen; Q99873; recombinant PRMT1, activity-based probe fluorescence polarization; inhibition, % at 2.79 µM; actives 1.3% (n = 370,000); AID 652257;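 active means inhibition above about 21% made by adding two undisclosed values, limit read from the data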
TDP2 inh: TDP2 (human) inhibition, absorbance primary screen; AID 720702; recombinant TDP2, T5PNP hydrolysis, p-nitrophenol absorbance 415 nm; inhibition, % at 12.8 µM; actives 0.34% (n = 370,000);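 active means inhibition above the mean of all tested compounds plus 3 SD, set per campaign, cut at about 25% in these data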;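 further: 0% = DMSO with enzyme and 100% = buffer with substrate but no TDP2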
Target sequence (O95551 whole entry, looked up): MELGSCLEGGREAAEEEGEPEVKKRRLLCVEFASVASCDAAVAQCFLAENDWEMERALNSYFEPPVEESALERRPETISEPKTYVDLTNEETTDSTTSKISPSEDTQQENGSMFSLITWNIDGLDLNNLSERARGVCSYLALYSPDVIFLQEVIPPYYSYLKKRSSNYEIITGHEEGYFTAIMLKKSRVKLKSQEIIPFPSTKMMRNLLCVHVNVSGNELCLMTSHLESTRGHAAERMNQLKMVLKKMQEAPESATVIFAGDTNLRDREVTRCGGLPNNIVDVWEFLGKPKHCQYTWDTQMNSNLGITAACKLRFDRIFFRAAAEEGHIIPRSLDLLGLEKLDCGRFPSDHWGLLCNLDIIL
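Incubation: 2 h at 37 °C; Test system: recombinant human TDP2; Quantity: enzyme 120 nM; Read-out basis: percent inhibition; Medium: 50 mM Tris-HCl pH 7.5 with Mg2+, KCl, DTT, BSA; Repeats: single replicate; Compound: 12.8 µM single point, 1% DMSO; Signal: epi absorbance; Reagent: 5 mM T5PNP chromogenic substrate; Benchmarks: no-enzyme high, DMSO-plus-enzyme low.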
LEDGF integ inh: blocks HIV-1 LEDGF/p75-dependent DNA integration; inhibition, % at 3.7 µM; actives 0.64% (n = 370,000); TR-FRET IN-LEDGF/p75 DNA integration, Eu/Cy5; AID 743269;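 active means inhibition above the screen-wide mean plus 3 SD, cut at about 13% in these data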;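 further: signal is the Cy5 over europium emission ratio at 671 and 618 nm; 0% = plate median of compound wells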
Active calls of the source: *; / = not tested or not shown.

SMILES	ABHD4 inh	NPR2 activator	TCR CD3 inh	SIAE inh	HTRA1 inh	MBD2 inh	rCAG RNA binder	PRMT1 inh	TDP2 inh	LEDGF integ inh
O=c1c2c(nc3c(-c4ccc(Cl)cc4)c[nH]n13)CCCC2	2.7	-4.9	1.5	0.4	4.3	-3.9	9.5	-4.2	1.9	-1.0
C=CCNC(=S)N1CCN(c2cc3c(cc2F)c(=O)c(C(=O)O)cn3CC)CC1	-0.7	-2.3	10.4	-4.0	-3.2	-8.9	0.8	-3.3	-6.8	-0.9
CCn1c(SCc2nc3ccccc3[nH]2)nnc1-c1cccnc1	-2.6	2.5	5.2	-2.0	1.8	4.2	-0.5	-1.4	-5.8	1.0
Nc1ccc(Oc2ccc3nc(-c4ccccc4)c(-c4ccc([N+](=O)[O-])cc4)nc3c2)cc1	-2.7	-1.7	-4.7	12.1	12.4	5.1	6.1	-0.2	-11.4	0.0
CC12CCC(=O)N1C(C(=O)Nc1cccc(S(=O)(=O)N3CCCCCC3)c1)CS2 (centres undefined)	14.8	-5.0	-5.3	-2.8	-16.1	-6.8	2.9	2.5	-12.0	7.3
COc1ccc(-c2nnc(SCc3nnc(-c4cccs4)o3)n2CC2CCCO2)cc1 (centres undefined)	-2.6	-1.7	3.6	-5.8	-2.5	-2.6	-0.9	1.3	-0.3	-0.5
COc1ccc(NS(=O)(=O)c2cn(C)c(=O)n(C)c2=O)c(OC)c1	0.5	0.0	1.3	7.1	3.1	-6.6	3.5	-6.0	-8.1	3.0
O=CN1CCN(C2CC(=O)N(c3ccc(Br)cc3)C2=O)CC1 (centres undefined)	3.7	1.1	3.9	7.5	-3.9	-1.9	2.8	2.8	-3.1	-1.3
O=C(CCNC(=O)c1ccco1)Nc1ccc(C(F)(F)F)cc1	0.2	3.8	5.4	1.1	-2.7	-7.4	-1.4	0.9	16.9	2.2
CC(=O)c1ccc(NCCCN2CCC(C(O)(c3ccccc3)c3ccccc3)CC2)cc1	-3.8	-19.2	/	7.0	/	2.6	-0.1	-1.7	2.1	3.6
COc1ccccc1N1CCN(CCCNc2c(C)c(=O)n(C)c(=O)n2C)CC1	3.2	2.4	6.7	-0.3	1.5	-3.8	0.8	-9.6	-16.7	1.1
CN1CCN(S(=O)(=O)c2ccc(NC(=O)C3CCCCC3)cc2)CC1	0.7	5.5	1.4	-6.0	3.4	0.0	-0.6	-2.1	-2.9	-2.3
CC1CCCCN1c1nnc(N)s1 (centres undefined)	0.0	8.5	1.6	2.0	8.0	-2.0	3.5	0.7	-10.5	-2.0
CCOc1ccccc1NC(=O)Nc1ccon1	5.5	-1.6	-14.0	-5.4	-5.8	2.3	1.4	5.6	0.3	-5.1
CC(C)(C)c1ccc(NC(=O)N2CCN(c3ccc([N+](=O)[O-])cn3)CC2)cc1	-18.0	-6.7	-5.2	2.3	-2.9	4.0	0.8	8.9	-2.7	-1.8
CCCCn1c(N)c(N(Cc2ccccc2OC)C(=O)C(C)C)c(=O)[nH]c1=O	-4.4	-1.8	9.2	-3.0	6.0	5.0	1.3	-4.1	-9.5	1.5
COCCn1c(SCc2nc3ccccc3c(=O)[nH]2)nnc1-c1ccncc1	5.9	-3.6	-2.5	2.0	2.9	-1.0	-0.5	-6.4	8.6	3.2
Nn1c(SCC(=O)Nc2ccc3c(c2)OCCO3)nnc1-c1cccnc1	-0.2	0.9	-5.5	-2.9	4.3	0.4	-0.6	1.1	-0.6	-0.9
CCS(=O)(=O)N1Cc2ccccc2CC1C(=O)Nc1nc2ccc(C)cc2s1 (centres undefined)	-14.8	3.5	1.0	-8.0	-44.9	-5.1	6.3	1.2	-3.0	1.4
COc1cc(S(=O)(=O)NCc2ccccc2)ccc1-n1cnnn1	0.9	0.6	0.9	1.4	3.0	-2.4	0.0	2.8	7.5	2.2
NC(=O)c1ccc(NC(=O)COC(=O)CCCN2C(=O)c3cccc4cccc(c34)C2=O)cc1	10.3	-3.9	10.1	-4.6	-3.6	-5.9	6.8	-3.6	16.1	5.5
CC(=O)OC[C@@H]1CN(Cc2ccccc2)C[C@H](n2cnc3c(NC(C)C)ncnc32)O1	4.6	0.3	-0.3	-2.4	/	-0.5	3.1	1.6	-7.2	0.4
COc1ccc(-c2ocnc2C(=O)NCc2nn(-c3ccccc3)nc2C)cc1	-19.5	-4.5	-5.5	-11.1	-29.9	3.0	-1.0	5.3	-10.7	-0.1
COc1ccc(N(CC(=O)NC2CC3CCC2C3)S(=O)(=O)c2ccc(C)cc2)cc1OC (centres undefined)	7.2	-0.4	2.7	2.4	0.0	-5.9	-4.2	1.4	3.4	-0.9
CCOc1ccccc1OCCCC(=O)Nc1ccc(OC)nc1	-7.7	-1.2	-4.3	2.2	-6.8	-2.5	-3.1	-4.9	-2.9	0.2

Next results
SMILES	ABHD4 inh	NPR2 activator	TCR CD3 inh	SIAE inh	HTRA1 inh	MBD2 inh	rCAG RNA binder	PRMT1 inh	TDP2 inh	LEDGF integ inh
Clc1ccc(CN2CCN(N=Cc3ccncc3)CC2)cc1	1.1	2.7	/	3.4	/	0.4	0.2	-2.9	3.3	-0.1
COc1c(F)c(F)c(C(=O)Nc2ccc(N3CCN(C(C)=O)CC3)c(Cl)c2)c(F)c1F	30.6*	7.2	-1.7	-5.2	-2.9	6.0	3.6	-1.4	7.0	-2.0
COC(=O)c1ccc(-n2nnnc2SCC(=O)N2CCCCC2)cc1	-7.4	-0.6	-1.5	2.6	0.4	0.1	-1.6	-3.4	-1.9	1.0
COC[C@@H]1CCCN1c1cccc2c1S(=O)(=O)N(C1CC1)CCCO2	8.5	-1.8	/	4.7	/	-0.4	3.1	2.5	6.9	-2.9
Cc1cccnc1NC(=O)c1ccc(Cl)c(S(=O)(=O)N2CCCCCC2)c1	1.2	-0.2	-4.3	1.3	4.1	-0.7	-4.8	-1.8	0.4	0.3
CCOc1cccc2cc(C(=O)NCc3ccc(Cl)cc3)c(=N)oc12	-4.7	-5.4	9.4	4.8	1.4	-2.1	3.1	-6.5	-26.8	-0.6
O=S1(=O)CC(N2CCCC2)CN1C1CCCC1 (centres undefined)	3.0	8.8	-4.5	-1.6	/	5.2	2.9	2.7	-4.9	4.0
C#CC(C)OC(=O)C(C)NC(=O)c1ccccc1 (centres undefined)	2.5	2.9	0.6	7.9	2.2	-2.8	1.7	-1.4	3.1	0.4
Cc1ccc(CN(C(=O)c2ccccc2[N+](=O)[O-])C2CCS(=O)(=O)C2)o1 (centres undefined)	5.1	1.2	-7.2	4.1	2.0	-2.1	2.6	9.8	-2.6	-1.7
CCOC(=O)C1CCN(CC(O)COCc2ccccc2)CC1 (centres undefined)	11.6	4.1	5.5	6.4	-1.5	3.2	-2.7	-1.6	16.4	2.2
COc1ccc(NCc2nnc(SCCN3CCCCC3)n2-c2ccc(C)cc2)cc1	0.4	-8.0	5.5	6.7	5.7	-2.5	-9.5	-2.3	6.1	-5.0
CC(C)CCn1c(=O)c2ccccc2n2c(CN(C)Cc3ccccc3)nnc12	-2.6	8.2	-2.8	-6.6	-16.2	0.7	-8.5	-1.9	0.5	2.0
O=C(O)CCCCCNS(=O)(=O)c1cccc2nsnc12	-1.5	4.7	-0.7	15.9	-2.0	-0.9	-0.8	1.0	1.3	-1.7
Cc1ccc(-n2c(-c3ccc(Cl)cc3Cl)n[nH]c2=S)cc1	6.0	5.2	-7.8	2.7	-3.0	3.5	9.9	9.3	-14.8	-6.2
COC(=O)c1nc(NC(=O)c2cc(OC)c(OC)c(OC)c2)n[nH]1	-9.3	-5.5	6.6	1.7	6.6	3.0	2.7	-0.5	16.2	0.8
COc1ccc(OC(C)C(=O)Nc2cccc(OC)c2)cc1 (centres undefined)	2.1	-2.8	-1.2	5.8	-2.3	-0.2	-5.1	-0.7	5.1	-1.4
O=C(Cn1nc(-c2ccccc2)ccc1=O)Nc1ccc(N2CCN(C(=O)c3ccccc3)CC2)cc1	3.1	-1.4	3.1	7.7	5.5	-3.0	2.5	-1.2	6.7	1.4
COc1ccccc1-c1cc(C(=O)NC2CCCC2)no1	-9.5	-3.9	-1.6	-4.7	-10.3	-3.1	-3.5	-3.4	-5.7	-1.1
CC(C)(C)NC(=O)C(c1ccnc2ccccc12)n1c(=O)c(-c2ccccc2)nc2ccccc21 (centres undefined)	0.5	-14.3	5.7	-2.3	/	5.3	3.3	-4.0	2.4	-0.9
CCCSc1nnc(Cc2cc(=O)[nH]c(=O)[nH]2)n1-c1cc(C)ccc1C	-1.0	-4.3	-1.0	-7.7	-0.1	0.1	-3.5	2.2	-6.6	-0.2
CCCCNc1c(N2CCN(C(=O)OCC)CC2)c(=O)c1=O	3.2	1.5	-3.3	1.1	5.4	3.2	1.0	-2.5	3.3	-0.1
CN(C(=O)Nc1ccc(Cl)cc1Cl)C1CCCC1	-0.5	-5.2	2.3	7.0	-1.2	-6.5	-1.8	-2.1	-5.0	0.4

Another view of some results above.
Molecule,ABHD4 inh,NPR2 activator,TCR CD3 inh,SIAE inh,HTRA1 inh,MBD2 inh,rCAG RNA binder,PRMT1 inh,TDP2 inh,LEDGF integ inh
C#CC(C)OC(=O)C(C)NC(=O)c1ccccc1 (centres undefined),2.5,2.9,0.6,7.9,2.2,-2.8,1.7,-1.4,3.1,0.4
Cc1ccc(CN(C(=O)c2ccccc2[N+](=O)[O-])C2CCS(=O)(=O)C2)o1 (centres undefined),5.1,1.2,-7.2,4.1,2.0,-2.1,2.6,9.8,-2.6,-1.7
CCOC(=O)C1CCN(CC(O)COCc2ccccc2)CC1 (centres undefined),11.6,4.1,5.5,6.4,-1.5,3.2,-2.7,-1.6,16.4,2.2
COc1ccc(NCc2nnc(SCCN3CCCCC3)n2-c2ccc(C)cc2)cc1,0.4,-8.0,5.5,6.7,5.7,-2.5,-9.5,-2.3,6.1,-5.0
CC(C)CCn1c(=O)c2ccccc2n2c(CN(C)Cc3ccccc3)nnc12,-2.6,8.2,-2.8,-6.6,-16.2,0.7,-8.5,-1.9,0.5,2.0
O=C(O)CCCCCNS(=O)(=O)c1cccc2nsnc12,-1.5,4.7,-0.7,15.9,-2.0,-0.9,-0.8,1.0,1.3,-1.7
Cc1ccc(-n2c(-c3ccc(Cl)cc3Cl)n[nH]c2=S)cc1,6.0,5.2,-7.8,2.7,-3.0,3.5,9.9,9.3,-14.8,-6.2

These rows are one share of the data; count on the stated rates, not on these rows.
